NR2F2 inh: inhibitors of human COUP-TFII (NR2F2); P24468; HEK293T NGFI-A luciferase reporter, luminescence; inhibition, % at 8.6 µM; 370,000 tested, 0.7% active;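 active = inhibition above a per-plate cutoff, mean inhibition of test wells between control levels plus 3 SD, cut at about 38% in these data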;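 note: cells cotransfected with COUP-TFII expression vector driving the NGFI-A reporter; 0% = median of COUP-TF2 test wells and 100% = reporter-only cells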
Target sequence (P24468 whole entry, looked up): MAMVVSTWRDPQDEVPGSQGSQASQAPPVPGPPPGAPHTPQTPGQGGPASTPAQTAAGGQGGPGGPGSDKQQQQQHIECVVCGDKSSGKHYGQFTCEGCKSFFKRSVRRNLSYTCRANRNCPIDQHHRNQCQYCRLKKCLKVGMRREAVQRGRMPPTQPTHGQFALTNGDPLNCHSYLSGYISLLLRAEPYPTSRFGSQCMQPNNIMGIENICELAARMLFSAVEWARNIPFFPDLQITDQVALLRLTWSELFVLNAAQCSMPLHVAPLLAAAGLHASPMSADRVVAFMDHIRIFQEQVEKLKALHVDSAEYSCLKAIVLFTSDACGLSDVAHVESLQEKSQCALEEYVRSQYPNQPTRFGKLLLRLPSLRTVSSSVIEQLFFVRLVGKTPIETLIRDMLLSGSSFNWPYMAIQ
TWEAK-Fn14 inh: inhibitors of TWEAK-Fn14 interaction signaling; AID 1159606; inhibition, % at 10 µM; 360,000 tested, 2% active; TWEAK-stimulated Fn14 reporter cells, luciferase luminescence, 8 h; in the data active = inhibition above about 50%
NCOA2 inhibitor: human SRC2 (NCOA2) inhibition | Q15596 | HEK293 GAL4-SRC2 luciferase reporter, luminescence | inhibition, % at 9 µM | 370,000 tested, 0.17% active | AID 651957;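 active = inhibition above the mean inhibition of all tested compounds plus 3 SD, set per campaign, cut at about 52% in these data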;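 note: 0% = DMSO treated cells and 100% = cells given Gossypol at 36 µM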
Exocytosis inh: lytic granule exocytosis inhibition. TALL-104 LAMP-1 surface exposure, flow cytometry; cells stimulated with thapsigargin and PMA. AID 651702. 360,000 tested, 0.66% active. inhibition, % at 10 µM;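 active = inhibition above about 55%, limit read from the data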
TLR9-MyD88 block: TLR9-MyD88 interaction inhibition; Q9NR96+Q99836; CHO BLA complementation TLR9-MyD88, CCF4 FRET ratio; inhibition, % at 4.98 µM; 340,000 tested, 0.21% active;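 active = inhibition above the mean over all tested compounds plus 3 SD, cut at about 21% in these data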;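 note: 0% = DMSO only wells and 100% = clavulanate BLA inhibitor control wells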
SRC1 inh: inhibits human SRC1 coactivator | HEK293 GAL4-SRC1 luciferase reporter, luminescence | 360,000 tested, 0.12% active | inhibition, % at 3.6 µM | Q15788;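 active = inhibition above the campaign mean plus 3 SD, with each screening campaign given its own cutoff, cut at about 60% in these data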;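 note: 0% = DMSO treated cells and 100% = gossypol at 36 µM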
ABHD5-PLIN5 inh: blocks binding of human ABHD5 to perilipin-5. Q00G26+Q8WTS1. Split G. princeps luciferase complementation, luminescence, 4 h. inhibition, % at 4 µM. 360,000 tested, 0.78% active. AID 602281;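 active = inhibition above the mean inhibition across every tested compound plus 3 SD, cut at about 22% in these data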;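 note: 0% = DMSO only wells and the 100% control is not disclosed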
TROY NFkB inh: TROY signaling inhibition | Q293 LMP1-TROYcd NF-kB luciferase reporter, 4 h | inhibition, % at 10 µM | 360,000 tested, 0.98% active;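 active = compounds whose plate-normalised and pattern-corrected inhibition of the luciferase reporter signal at the single screening dose is 50% or more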
SRC3 inh: inhibitors of human steroid receptor coactivator 3 (SRC3) | Q9Y6Q9 | HEK293 GAL4-SRC3 luciferase reporter, luminescence | inhibition, % at 3.6 µM | 360,000 tested, 0.17% active;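 active = inhibition above a per-campaign cutoff, the mean of all compounds plus 3 SD, cut at about 60% in these data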;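 note: 0% = DMSO-treated cells and 100% = gossypol-treated cells at 36 µM; higher means less SRC3-driven luciferase light from the GAL4 reporter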
NOD2-RIPK2 inh: blocks binding of human NOD2 to RIPK2 | CHO BLA complementation NOD2-RIPK2, CCF4 ratio | inhibition, % at 4.98 µM | 360,000 tested, 0.38% active | AID 624267; in the data active = inhibition above about 21%;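 note: 0% = vehicle only and 100% = reference blocker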
Target sequence (O43353 whole entry, looked up): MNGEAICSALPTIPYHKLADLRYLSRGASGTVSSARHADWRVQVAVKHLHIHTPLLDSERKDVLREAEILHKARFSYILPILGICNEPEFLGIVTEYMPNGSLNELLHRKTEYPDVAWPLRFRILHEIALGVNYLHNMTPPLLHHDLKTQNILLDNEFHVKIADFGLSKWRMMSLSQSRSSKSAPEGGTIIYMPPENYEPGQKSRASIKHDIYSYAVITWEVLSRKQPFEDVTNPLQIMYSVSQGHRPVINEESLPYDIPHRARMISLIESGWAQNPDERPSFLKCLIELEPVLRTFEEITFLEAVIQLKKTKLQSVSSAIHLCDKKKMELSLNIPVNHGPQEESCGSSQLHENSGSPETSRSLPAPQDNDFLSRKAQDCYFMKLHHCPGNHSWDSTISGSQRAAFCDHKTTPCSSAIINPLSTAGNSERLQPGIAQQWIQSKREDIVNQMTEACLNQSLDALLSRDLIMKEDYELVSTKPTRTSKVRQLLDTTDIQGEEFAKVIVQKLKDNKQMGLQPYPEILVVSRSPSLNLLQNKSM
NR5A2 inv ag: NR5A2 inverse agonism in reporter assay. O00482. HEK293T StAR-luciferase reporter, LRH-1 transfected, 24 h. inhibition, % at 3.6 µM. 360,000 tested, 0.13% active. AID 602396;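 active = inhibition above the mean inhibition of all tested compounds plus 3 SD, cut at about 73% in these data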;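 note: 0% = DMSO wells and 100% = reporter-only cells lacking LRH-1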
The depositor's hits bear a star; nt = no result given; & = joins results of further samples.

SMILES	NR2F2 inh	TWEAK-Fn14 inh	NCOA2 inhibitor	Exocytosis inh	TLR9-MyD88 block	SRC1 inh	ABHD5-PLIN5 inh	TROY NFkB inh	SRC3 inh	NOD2-RIPK2 inh	NR5A2 inv ag
COc1ccc(NC(=O)c2sc(N)nc2-c2ccccc2)cc1	-3	-26	5	8	-5	8	11	-4	21	-1	9
c1ccc2c(c1)ncn2CCCCOc1ccc2c(c1)CCC2	6	-7	13	-3	5	-1	2	5	10	-7	17
CC1Cc2ccccc2N1C(=O)COC(=O)Cc1ccc(F)cc1 (stereo not given)	2	-6	11	0	-3	0	2	-23	-1	0	-28
CCN(CC)S(=O)(=O)c1ccc(Cl)c(NC(=O)COc2ccc(OC)cc2[N+](=O)[O-])c1	-9	18	35	-2	-3	-7	0	-5	11	-10	8
COCCOC(=O)c1sc(=S)n(CCOC)c1N	-10	17	-14	-3	2	4	-15	-12	11	-12	-6
Cc1ccc(C(=O)Nc2cccc(C(F)(F)F)c2)cc1NC(=O)c1csc(-c2ccncc2)n1	nt	32&26	nt	1&5	5&-6	9&-1	9&3	10&-8	-1&-18	-4&-9	-6&-20
CC(C)CCNC(=O)C1CCN(S(=O)(=O)c2ccc3c(c2)CC(C)N3C(=O)C2CCC2)CC1 (stereo not given)	-6	-12	-3	1	-15	1	1	2	-6	-9	9
Cc1cc(SCC(=O)OCC(=O)N(C)C2CCS(=O)(=O)C2)c(C)cc1Br (stereo not given)	-22	3	-20	-2	-2	3	-6	16	-14	-13	12
CCOC(=O)c1ccc(N2C(=O)C(O)=C(C(C)=O)C2c2ccccc2)cc1 (stereo not given)	5	-4	-2	16	8	-3	-14	-31	14	10	0
CCOC(=S)N/C(=N\S(=O)(=O)c1ccccc1)c1ccccc1	1	-21	-32	7	-2	-15	-1	18	2	-7	8
CCNC(=O)c1sc(=S)n(CC)c1N	7	-7	-7	5	-8	6	2	2	14	-9	-12
COc1cc(-c2c(C#N)c(N)nc3c2CCCC3)ccc1O	-2	15	4	2	-7	-5	6	12	12	-11	1
O=C(NCCc1ccc(Cl)cc1)Nc1ccc(Cl)cc1	-29	-18	-21	0	-7	-26	2	-37	1	-1	-10
Cc1cccc(N=C2NN=C(c3ccc4c(c3)OCCO4)CS2)c1	-18	54*	-71	0	-4	-56	-11	57*	-51	3	-50
O=C(Nc1ccccc1Br)c1cccc2ccccc12	5	-3	9	17	nt	-14	5	-67	7	-4	-14
O=C(COC(=O)[C@@H]1CC(O)CN1S(=O)(=O)c1ccc2c(c1)OCCO2)Nc1cc(F)ccc1F (stereo not given in full)	-3	-3	18	4	0	-2	-6	-6	1	3	-2
COc1ccc(N2CCN(C(=O)c3ccc(C)c(NC(=O)C4=C(C)OCCS4)c3)CC2)cc1	-13	1	-23	1	9	17	6	3	-1	1	23
Cc1c(C)n(CC(O)CN2CCN(C)CC2)c2ccccc12 (stereo not given)	-13	-10	-7	-1	7	-4	-5	8	16	-4	-1
CCOC(=O)c1cc(C(=O)OCC)c(=O)[nH]c1SCc1ccccc1	-4	3	14	2	0	-9	-6	27	9	9	-5
CCN1C(=O)c2ccccc2Sc2ccc(C(=O)O)cc21	-11	7	18	6	-6	-25	8	4	-10	1	4
COc1cc(/C=N/NC(=O)CN2CCCCC2)ccc1OCc1ccc(Br)cc1	-47	-22	-68	37	-1	-92	19	-76	-80	2	-92
COc1ccccc1-c1nn(-c2ccccc2)cc1C(=O)N1CCN(C(=O)c2ccco2)CC1	-11	-1	-2	3	4	6	7	18	10	-2	-5
CN(C)CC/C=C1/c2ccccc2CS(=O)(=O)c2ccccc21	-7	8	-14	-7	-2	-43	-10	6	-32	-13	-57
CCCC(O)(CCN1CCOCC1)c1ccc(Cl)cc1 (stereo not given)	9	10	13	-2	-1	16	3	8	15	-3	19
CCOc1ncccc1C(=O)N1CCCSC1=Nc1ccccc1OC	16	-1	6	0	-1	-2	-2	1	21	-10	9

Structural class, those above with an aryl thioether with sulfur outside any ring
SMILES	NR2F2 inh	TWEAK-Fn14 inh	NCOA2 inhibitor	Exocytosis inh	TLR9-MyD88 block	SRC1 inh	ABHD5-PLIN5 inh	TROY NFkB inh	SRC3 inh	NOD2-RIPK2 inh	NR5A2 inv ag
Cc1cc(SCC(=O)OCC(=O)N(C)C2CCS(=O)(=O)C2)c(C)cc1Br (stereo not given)	-22	3	-20	-2	-2	3	-6	16	-14	-13	12
CCOC(=O)c1cc(C(=O)OCC)c(=O)[nH]c1SCc1ccccc1	-4	3	14	2	0	-9	-6	27	9	9	-5

Continued.
SMILES	NR2F2 inh	TWEAK-Fn14 inh	NCOA2 inhibitor	Exocytosis inh	TLR9-MyD88 block	SRC1 inh	ABHD5-PLIN5 inh	TROY NFkB inh	SRC3 inh	NOD2-RIPK2 inh	NR5A2 inv ag
Cc1cccc(NC(=S)N(CCN(C)C)Cc2cccs2)c1	-6	38	-10	0	-13	14	3	23	6	-10	7
O=C(O)c1ncn(Cc2ccc(Br)cc2)c1C(=O)O	5	3	-11	0	-12	-5	1	-10	6	3	-8
CCCCCCCCCS(=O)(=O)Nc1cc(C)ccn1	4	0	15	-1	3	8	5	9	-22	-9	1
COC(=O)CN=C1OC(=O)N2C(=O)C3=C4[C@@H](C[C@H]5C(=O)N(c6ccccc6)C(=O)[C@H]5[C@H]4[C@@]12Cc1ccccc1)[C@H]1C(=O)N(c2ccccc2)C(=O)[C@H]1[C@H]3C	12	0	6	22	-8	9	7	11	-17	-8	-3
Cc1nnc(SC(C)C#N)n1-c1ccccc1 (stereo not given)	-6	9	-14	2	6	3	-1	-3	25	-6	2
Cc1ccnc(NC(=O)CS(=O)(=O)c2ccccc2)c1	-18	-2	-66	16	3	-28	-2	17	-15	-6	-25
O=C(NC(=S)Nc1ccc(N2CCCCC2)cc1)c1ccc2c(c1)OCCO2	-9	55*	-26	-3	2	0	-7	77*	8	0	-9
O=C(CSc1nc2ccccc2n1Cc1ccccc1)N/N=C/c1ccco1	-5	6	-18	1	0	-5	2	-18	10	2	-4
CCn1c(C)cc(/C=C2/NC(=O)N(CC(=O)Nc3cccc(C)c3)C2=O)c1C	-19	2	-6	-2	6	-6	0	-4	16	-3	15
O=C(Cc1ccccc1)NN1C(=O)C2C3C=CC(C3)C2C1=O (stereo not given)	2	10	12	1	-3	2	-8	13	10	3	2
COc1ccccc1/C=C\C(=O)NCC(=O)N/N=C(/C)c1cccc([N+](=O)[O-])c1	-6	45	14	5	-10	-53	6	-13	-25	-1	1
Cc1cccn2cc(-c3ccccc3)nc12	-70	27	-80	0	2	-101	-1	-19	-106	-9	-119
CCCNC(=O)COC(=O)c1ccc(OCC(=O)Nc2ccccc2OC)c(OC)c1	6	11	-2	2	1	3	-5	-11	-9	-9	-4
COc1ccc(N2CCN(C(CNS(=O)(=O)c3cc(F)ccc3F)c3cccnc3)CC2)cc1 (stereo not given)	17	-1	-15	1	-9	-13	-2	26	-23	2	14
COC(=O)c1ccccc1S(=O)(=O)N1CCC(C(=O)NCC2CCCO2)CC1 (stereo not given)	-4	3	4	0	4	-12	2	1	6	-94	-3
CCCOC(=O)Nc1sc2c(c1C(N)=O)CCCC2	-15	-1	-9	1	1	3	-6	-18	-21	-4	-31
CN(C)/C=N/C1=C(C#N)C(c2cccs2)c2ccc3ccccc3c2O1 (stereo not given)	-27	-17	-69	0	8	-101	2	-34	-64	-4	-48
Cc1nnc(SCC(=O)NCc2ccco2)n1-c1ccccc1	3	-4	2	-1	1	-1	6	-1	12	-2	15
CC(=O)Nc1ccc(NC(=O)C(NS(=O)(=O)c2cccc3nsnc23)C(C)C)cc1 (stereo not given)	8	4	-6	-9	13	-5	-8	-2	-5	0	4
Cc1cc(C)c(C(=O)Nc2ccc(C)c(C)c2)c(CC(C)(C)C(=O)O)c1	-15	9	-31	-3	-7	-1	1	-5	14	-8	15
CSc1nc(N(C)C)nc(N2CC(=O)N(CCNS(=O)(=O)c3ccc(C)cc3)C2=N)n1	13	11	3	-4	5	8	-3	3	-6	-4	-9
N#Cc1cccc(C(=O)C(=O)N2CCC(Cc3ccccc3)CC2)c1	9	nt	0	0	nt	nt	-7	nt	nt	-10	14
Cc1cccc(C)c1OCCCCc1c(C)n[nH]c1C	0	9	2	4	3	5	-7	20	11	-10	1
O=C(CN(CC1CCCO1)C(=O)CNS(=O)(=O)c1ccc(Cl)cc1)NCc1ccco1 (stereo not given)	9	16	-24	-11	-11	12	-4	14	7	-14	6
O=C1COc2ccc(C(=O)COC(=O)c3cc(S(=O)(=O)N4CCOCC4)ccc3F)cc2N1	0	-14	16	-13	-4	-21	-2	3	0	8	3
SMILES	NR2F2 inh	TWEAK-Fn14 inh	NCOA2 inhibitor	Exocytosis inh	TLR9-MyD88 block	SRC1 inh	ABHD5-PLIN5 inh	TROY NFkB inh	SRC3 inh	NOD2-RIPK2 inh	NR5A2 inv ag
O=C(Nc1nnc(-c2ccc(F)cc2)o1)c1cccc([N+](=O)[O-])c1	10	-5	14	-2	6	8	3	-20	19	5	19
O=C1CC(c2ccccc2)n2nc(N3C(=O)c4ccccc4C3=O)nc2N1 (stereo not given)	14	-16	-17	-1	-6	1	-7	4	-15	-8	-16
CCOc1ccc(Cl)cc1-c1cc(C(=O)NCc2cccc(C(F)(F)F)c2)[nH]n1	-10	23	9	4	nt	0	2	-8	-3	-7	-7
O=C(c1ccc(COc2ccccc2[N+](=O)[O-])o1)N1CCCCCC1	-20	-14	-23	-3	-5	-29	7	-20	-34	-5	-30
O=C(N/N=C/c1ccsc1)c1ccc2ccccc2n1	-3	-23	-12	0	-2	-14	-10	-15	-12	-1	-23
CN(CC(=O)Nc1ccc(F)cc1)C(=O)CN1C(=O)c2cccc([N+](=O)[O-])c2C1=O	2	-4	-56	-2	-12	4	5	4	21	11	-12
Cc1ccc2nc(Nc3ncc4c(n3)CC(C)(C)CC4=O)nc(C)c2c1	18	14	20	-1	11	14	-4	2	5	-1	-18
O=C(O)c1ccc(CSc2nc3ccc(N4C(=O)C5C6C=CC(C6)C5C4=O)cc3s2)cc1 (stereo not given)	-1	51*	-1	0	-3	4	-1	34	-11	-16	12
O=c1c2ccccc2oc2c1ccc1ccccc12	nt	-43	nt	-2	-6	-81	-9	-97	-80	3	-102
Cc1c(C(=O)O)cccc1-c1ccc(/C=N/Nc2ccc(Br)cc2)o1	-15	-12	-76	2	4	-54	-3	-54	-29	0	-95
COC(=O)C1CC(=O)N(c2ccc(OCc3ccccc3Cl)cc2)C1 (stereo not given)	-8	-5	22	-6	5	18	8	7	2	-9	-9
COc1cc(OC)c2c(-c3cccc(-c4ccc(F)c(Cl)c4)c3)cc(=O)oc2c1	20	31	7	-2	-3	-10	5	10	-2	-35	-16
CC(/C=C/c1ccccc1)=N\Nc1nc(-c2ccccc2)cs1	9	15	-20	3	4	-24	-9	5	8	-4	9
CCc1nc2ccc(C(=O)Nc3cccc(OCC(=O)N(C)C)c3)cn2c1N(C)C(=O)c1ccncc1	-7	-8	-53	-4	nt	-3	4	-4	6	2	-7
COc1ccccc1C(=O)Nc1ccnn1C1CCN(Cc2ncc[nH]2)CC1	4	-3	14	-6	6	-8	-7	3	11	9	6
CCc1nc2sccc2c(=O)[nH]1	22	-2	1	0	-1	-6	-4	7	14	1	2
Cc1nn(C(C)c2n[nH]c(=S)n2-c2ccc(F)cc2)c(C)c1[N+](=O)[O-] (stereo not given)	-7	0	2	1	-2	-4	-1	-19	1	-7	-6

A portion of the library; rates above refer to the full screens.
